SNCA expr inh: SNCA gene expression inhibition. Potency, µM (doses to about 57.2 µM), inactives show top-dose activity change, negative = inhibition, actives largely listed as inhibitors. HEK-293 SNCA-luciferase knock-in, luminescence, 24 h. hit rate 0.17% among 140,000. AID 1671194;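 note: potency is the fitted concentration of half-maximal effect; plate controls were DMSO cells for no effect and cell-free wells for full effect; nearly all actives have a fitted effect of over 45% in size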
NIH3T3 tox: NIH 3T3 cell cytotoxicity. NIH 3T3 viability, CellTiter-Glo ATP luminescence, 48-72 h. Potency, µM (top dose mostly 96.7 µM), for inactives: top-dose activity change, negative = cytotoxicity, most hits filed as inhibitors. hit rate 4.3% among 94,000. AID 1345082; note: potency is the fitted concentration of half-maximal effect; nearly all actives have a fitted effect of over 55% in size
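Cytotoxicity was measured by CellTiter-Glo ATP luminescence after 48 or 72 h compound exposure at 37 °C. Mouse NIH 3T3 fibroblasts were seeded at 400 cells/well and dosed by 23 nL pin transfer.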
GPT2 inh: blocks human glutamate pyruvate transaminase 2. hit rate 0.25% among 100,000. Recombinant GPT2, coupled pyruvate oxidase/HRP Amplex Red fluorescence. Q8TD30. Potency, µM (highest dose often 57.7 µM), inactives show top-dose activity change, negative = inhibition, hits mostly inhibitors; note: potency is the fitted concentration of half-maximal effect; nearly all actives have a fitted effect of over 60% in size; many of its hits are not listed in these tables
Target sequence (Q8TD30 whole entry, looked up): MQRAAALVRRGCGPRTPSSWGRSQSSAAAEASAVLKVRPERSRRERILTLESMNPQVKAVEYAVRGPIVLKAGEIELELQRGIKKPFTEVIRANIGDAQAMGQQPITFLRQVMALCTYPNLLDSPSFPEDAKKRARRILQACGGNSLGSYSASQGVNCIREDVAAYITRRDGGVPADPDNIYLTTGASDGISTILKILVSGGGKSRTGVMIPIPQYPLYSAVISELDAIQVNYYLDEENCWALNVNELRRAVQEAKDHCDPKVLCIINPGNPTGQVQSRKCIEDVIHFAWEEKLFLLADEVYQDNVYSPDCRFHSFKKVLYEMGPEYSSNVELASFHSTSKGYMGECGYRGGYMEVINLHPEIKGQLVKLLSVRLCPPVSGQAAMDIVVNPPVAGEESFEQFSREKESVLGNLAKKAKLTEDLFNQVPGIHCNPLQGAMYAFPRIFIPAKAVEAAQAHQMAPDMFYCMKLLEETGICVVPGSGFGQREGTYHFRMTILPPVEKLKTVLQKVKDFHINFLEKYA
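GPT2 10ng/uL, a-KG 250uM, L-Ala 2mM, HEPES pH7.5 + 0.0001% Tween; 30 min RT. Then Amplex mix (PO/HRP/ThPP), 30 min RT dark, fluorescence. AOA 50uM used as positive control.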
HEK cytotox: cytotoxic compounds in HEK 293 cells; HEK 293 viability, ATP luminescence (CellTiter-Glo), 48-72 h; Potency, µM (series often up to 115 µM), for the others: at the top dose activity change, negative = cytotoxicity, actives largely listed as inhibitors; hit rate 6.6% among 94,000; AID 1345083; note: potency is the fitted concentration of half-maximal effect; nearly all actives have a fitted effect of over 60% in size
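ATP-coupled CellTiter-Glo luminescence served as viability read-out, recorded 10 min after reagent addition at room temperature. HEK 293 cells, 250 cells/well, had been incubated with pintool-transferred compound for 48 or 72 hr at 37 degree Celsius.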
SNCA viab count: cell viability loss counter-screen. Potency, µM (doses to about 57.1 µM), for inactives: at the top dose activity change, negative = cytotoxicity, hits mostly cytotoxic. hit rate 0.12% among 150,000. AID 1671193. HEK-293-SNCA-luc viability, GF-AFC fluorescence, 24 h;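 note: potency is the fitted concentration of half-maximal effect; 0% = DMSO-treated cells and -100% = medium-only wells without cells; nearly all actives have a fitted effect of over 30% in size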
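Cytotoxicity counterscreen: after 24 h compound treatment of genome-edited SNCA-luciferase HEK-293 cells, live-cell protease substrate GF-AFC read by fluorescence after 30 min; activity scaled between DMSO (0%) and medium-only (-100%), curves Hill-fitted.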
IP6K1 inhibitor: inhibitors of human IP6K1; Q92551; IP6K1 kinase, ADP-Glo luminescence, 2 h; active compounds read low; activity change, % (series mostly up to about 58 µM); hit rate 0.81% among 140,000; AID 1645851; in the data active = activity change below about -25%
Target sequence (Q92551 whole entry, looked up): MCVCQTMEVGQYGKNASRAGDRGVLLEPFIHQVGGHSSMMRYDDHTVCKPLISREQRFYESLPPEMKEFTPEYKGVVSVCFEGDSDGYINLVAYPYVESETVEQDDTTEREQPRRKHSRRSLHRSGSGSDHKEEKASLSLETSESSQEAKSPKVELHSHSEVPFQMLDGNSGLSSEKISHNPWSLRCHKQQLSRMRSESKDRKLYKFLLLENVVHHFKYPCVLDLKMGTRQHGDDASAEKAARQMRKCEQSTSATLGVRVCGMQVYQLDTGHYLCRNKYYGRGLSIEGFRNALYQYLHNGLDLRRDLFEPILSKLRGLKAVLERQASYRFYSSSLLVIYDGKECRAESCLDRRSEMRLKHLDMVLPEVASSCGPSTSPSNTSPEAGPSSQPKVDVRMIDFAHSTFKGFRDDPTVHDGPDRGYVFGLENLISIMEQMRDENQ
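ADP-Glo luminescence measures ADP made by human IP6K1 during a 2 h RT reaction with ATP/IP6 (mix at 1.3 mM/130 uM); top library doses 57.5 and 19.1 uM final.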
Luciferase inh: blocks purified firefly luciferase enzyme activity | AID 1347043 | Potency, µM (series often up to 115 µM), without a hit: at the highest dose activity change, negative = inhibition, actives largely listed as inhibitors | hit rate 2.5% among 76,000 | P08659 | purified P. pyralis luciferase, luminescence, biochemical; note: potency is the fitted concentration of half-maximal effect; nearly all actives have a fitted effect of over 65% in size
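Purified 10nM P. pyralis luciferase with 10uM D-luciferin and 10uM ATP in 50mM Tris acetate pH 7.5, 10mM Mg acetate, 0.01% Tween-20, 0.05% BSA. qHTS titration; luminescence read by CCD imager.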
Active calls of the source: *; i = inactive; ? = inconclusive; · = no result given; [ ] = dose if it differs, or a comment. Unless noted, calls come from the whole dose curve; as a rule, active = well fitted curve in the direction sought with a large enough effect; inconclusive = small, poorly fitted or top-dose-only effect, or another doubt; inactive = no such curve, though single readings can be large; an effect the other way counts as inactive or inconclusive. Unless noted, % is set by controls: 0 for no effect and ±100 for the full control effect.

SMILES | SNCA expr inh | NIH3T3 tox | GPT2 inh | HEK cytotox | SNCA viab count | IP6K1 inhibitor | Luciferase inh
CC1(C)O[C@@H]2[C@@H](CO[C@@]3(COS(N)(=O)=O)OC(C)(C)O[C@@H]23)O1 | 36%[25.6 µM] | · | i | · | 13%[23.9 µM] | 15 | ·
CCCC1CN(Cc2ccc(OC)cc2)[S+](=O)([O-])c2cnccc2O1 (configuration not stated) | · | ? | · | ? | · | -6 | ·
O=C(c1coc(CN2CCN(C/C=C/c3ccccc3)CC2)n1)N1CCC[C@H]1CO | 0% | -9% | i | -10% | -22% | 21 | 9%
Fc1ccc2oc([C@H]3CCN(C4CCOCC4)C3)nc2c1 | 111%[activator][87.6 µM] | -6%[174 µM] | 4%[88.5 µM] | -18%[230 µM] | 5%[87.6 µM] | 2 | -11%[230 µM]
Cc1cc(C)cc(-n2c(SCC(=O)NCc3ccc(F)cc3)nc3c([nH]c4ccccc43)c2=O)c1 | 8% | · | · | · | -2% | -10 | ·
COCc1nc2ccccc2n1Cc1ccc(C(C)(C)C)cc1 | 190%[activator] | · | · | · | 2% | -10 | ·
Nc1cc(=O)nc(SCC(=O)Nc2cccc(Cl)c2)n1CCc1ccccc1 | 11% | · | · | · | 12% | 6 | ·
CS(=O)(=O)N1CCC(C2CCN(Cc3ccsc3)C2)CC1 (configuration not stated) | -13% | 0% | i | 3% | 8%[12.5 µM] | 6 | -2%
CC(C)C(=O)Nc1cccc(NC2=NS(=O)(=O)c3ccccc32)c1 | 2% | · | · | · | -1% | 18 | ·
CCc1ccccc1NC(=O)N1CCC(Oc2ncccc2NC)C1 (configuration not stated) | 5% | 5% | i | -4% | 4% | 11 | 3%
COc1ccc(NC(=O)N2CCCC2c2noc(COc3ccc(F)cc3)n2)cc1OC (configuration not stated) | 5% | -12% | 4% | -9% | -4% | -8 | -2%
COC[C@@H]1CN(Cc2cccc(OC)c2OC)C[C@H]1c1ccncc1 | 19% | ? | i | 40µM* | 2% | 2 | 5%
CCC(=O)N(C1CCOCC1)C1CCN(S(=O)(=O)c2cccnc2)CC1 | 1% | i | i | 10% | 1% | 4 | -7%
COc1cccc(-c2ccc(CN3CCCC(NC(=O)Cc4ccc(F)cc4)C3)cc2)c1 (configuration not stated) | · | ? | · | 32µM* | · | -6 | ·
CC1(C)Cc2c(c(N3CCOCC3)nc3sc(C(=O)Nc4ccc(Cl)cc4)c(N)c23)CO1 | 8% | · | · | · | -2% | 7 | ·
Cc1onc(C(=O)NC2CCc3nn(C)c(=O)n3CC2)c1COc1ccccc1 (configuration not stated) | 18% | 4% | 4% | -8% | 20% | -1 | -16%
COc1ccc(Cl)cc1NC(=O)c1c(NCc2cccs2)sc2c1CCC(C)C2 (configuration not stated) | ? | · | · | · | -1% | 0 | ·
CC(=O)Nc1ccc(C(=O)N2CCC3(CC2)N=C(c2ccc(Br)cc2)NO3)cc1 | 3% | -22% | i | ? | -16% | -5 | -12%
CCOC(=O)c1ccccc1NC(=O)c1sc2nc(-c3ccc(F)cc3)cn2c1C | 33%[activator] | · | · | · | -2% | -1 | ·
Cc1nc(N2CCCC2)c2c(C(=O)Nc3cccc(C)c3C)c(C)oc2n1 | 12% | · | · | · | -6% | -16 | ·

Overlap with the part before: five compounds, then new ones.
SMILES | SNCA expr inh | NIH3T3 tox | GPT2 inh | HEK cytotox | SNCA viab count | IP6K1 inhibitor | Luciferase inh
Cc1onc(C(=O)NC2CCc3nn(C)c(=O)n3CC2)c1COc1ccccc1 (configuration not stated) | 18% | 4% | 4% | -8% | 20% | -1 | -16%
COc1ccc(Cl)cc1NC(=O)c1c(NCc2cccs2)sc2c1CCC(C)C2 (configuration not stated) | ? | · | · | · | -1% | 0 | ·
CC(=O)Nc1ccc(C(=O)N2CCC3(CC2)N=C(c2ccc(Br)cc2)NO3)cc1 | 3% | -22% | i | ? | -16% | -5 | -12%
CCOC(=O)c1ccccc1NC(=O)c1sc2nc(-c3ccc(F)cc3)cn2c1C | 33%[activator] | · | · | · | -2% | -1 | ·
Cc1nc(N2CCCC2)c2c(C(=O)Nc3cccc(C)c3C)c(C)oc2n1 | 12% | · | · | · | -6% | -16 | ·
Cc1cccc(Cc2c(C)nc3nc(SCC(=O)NCc4ccc(F)cc4)nn3c2C)c1 | -13% | · | · | · | -9% | -37* | ·
Cc1cn2nc(C(=O)N3CCC(NC(=O)c4ccccc4F)CC3)cc2c(=O)[nH]1 | 11% | -21% | i | 0% | 5% | 0 | 0%
O=c1[nH]c(N2CCOCC2)nc2c1CCN(Cc1cc(F)c(F)c(F)c1)CC2 | -9% | -7% | i | -13% | 0% | 0 | 14%
O=C(Nc1ccccc1Oc1cccnc1)C1CCCN1C(=O)CC1CCCC1 (configuration not stated) | -4% | -18% | -7% | -32% | -19% | 2 | 8%
O=C(NC1CCCCCC1)c1nc2sccn2c1-c1ccccc1 | 0%[87.6 µM] | ? | -6%[88.5 µM] | ? | -1%[87.6 µM] | 4 | ·
CCc1cccc(NC(=O)c2cnc(N3CCOCC3)c3ccccc23)c1 | 97%[activator] | · | · | · | -8% | -10 | ·
Cc1ccc(CC(=O)NCc2nnc3c(-c4nc(C5CC5)no4)cccn23)cc1 | 0% | -22% | -6% | -23% | -9% | 5 | -2%
CC(C)C1c2nccn2CCCN1C(=O)c1cocn1 (configuration not stated) | 10% | -10% | -14% | -15% | 13% | 5 | -12%
Cc1ccc(NC(=O)Cn2c(N3CCN(c4ccccc4)CC3)nc(C)cc2=O)cc1 | 0% | ? | i | ? | 6% | -7 | 14%
NC(=O)c1ncn([C@@H]2O[C@H](CO)[C@@H](O)[C@@H]2O)n1 | -2% | · | 0% | · | -18% | · | ·
Clc1cccc(CN2CCOC[C@H](Oc3ccccc3)C2)c1 | -20%[87.6 µM] | ? | -3%[88.5 µM] | ? | 4%[87.6 µM] | 2 | 13%[172 µM]
CC(C)CNC(=O)c1cc(-c2ccc(F)cc2)c2nncn2n1 | ? | 45µM* | i | ? | -2%[12.5 µM] | 12 | ·
Cc1ccccc1-c1nc(CS(=O)(=O)CC(=O)NCc2cccc(Cl)c2)c(C)o1 | 1% | · | · | · | 1% | 10 | ·
COC(=O)c1cc2oc(C)cc2n1Cc1ccccc1Cl | -10% | · | · | · | 3% | -10 | ·
O=C(NCc1ccccc1C(F)(F)F)C1CCCN(c2cnn(Cc3ccccc3)c(=O)c2)C1 (configuration not stated) | -19% | ? | i | 45µM* | -7% | 19 | 1%
CC[C@@H]([C@H](C)O)n1ncn(-c2ccc(N3CCN(c4ccc(OCC5CO[C@@](Cn6cncn6)(c6ccc(F)cc6F)C5)cc4)CC3)cc2)c1=O (some centres not stated) | 2% | · | -12% | · | 0% | · | ·
COCCc1noc([C@@H]2CN(Cc3ccc4[nH]ccc4c3)C[C@H]2CO)n1 | -5% | i | i | 1% | 2% | -8 | 2%
O=C(CCCc1ccccc1)NCC(=O)N1CCN(c2ccccn2)CC1 | 4% | -1% | -29% | 11% | 2% | 22 | -16%
COc1ccc(NC(=O)c2sc3nc4n(c(=O)c3c2C)CCC4)c(OC)c1 | 9% | · | · | · | -6% | -9 | ·
COc1ccc(OC)c(CCNC(=O)c2cc3c(=O)n(C)c4ccccc4c3n2C)c1 | 55%[activator] | · | · | · | 0% | 10 | ·
COc1ccc(CCNC(=O)c2ccc3c(c2)N(Cc2ccccc2F)C(=O)c2ccccc2S3=O)cc1OC (configuration not stated) | -17% | · | · | · | -16% | -13 | ·
CNC(=O)[C@@H](c1ccccc1)N1CCC[C@H]1C(=O)NCC1CC1 | -16%[87.6 µM] | 3%[174 µM] | ? | -23%[172 µM] | 2%[87.6 µM] | 4 | 1%[172 µM]
O=C(NCCN1CCOCC1)[C@H]1C[C@@H](O)[C@H](O)[C@@H]2N=C(Nc3ccc(-n4cccn4)cc3)S[C@@H]21 | 20% | -16% | i | -18% | 0% | -12 | 35µM*
CCN(CCCNC(=O)Cn1ncc2c3ccccc3n(C)c2c1=O)c1cccc(C)c1 | -5% | · | · | · | 5% | 8 | ·
COc1cccc(C(=O)N[C@@H]2CN(c3ncccn3)C[C@H]2CN(C)C)c1C | -5% | 3% | i | -8% | -6% | 7 | -1%
CCN(CCNC(=O)Nc1ccccc1Br)c1cccc(C)c1 | · | · | -4% | · | -8% | -9 | ·
COc1ccc(-c2noc([C@@H]3CCCN3C(=O)Cc3ccccc3OC)n2)cc1 | 0% | -28% | -3% | ? | -18% | -2 | -8%
Cc1oc(-c2ccccc2F)nc1CSCC(=O)N1CCN(c2ccccc2)CC1 | -26% | · | · | · | 3% | 13 | ·
Cc1cc(=O)n2nc(N3CCC(C(=O)Nc4c(C)cccc4C)CC3)sc2n1 | 0% | · | · | · | 5% | 9 | ·
COc1ccc(C)cc1NC(=O)Cn1cc(S(=O)(=O)N2CCC(C)CC2)c2ccccc2c1=O | -12% | · | · | · | -7% | 10 | ·
O=C1CC2(CCN([S+](=O)([O-])c3ccccc3)CC2)Oc2ccccc2N1 | -3% | ? | i | ? | 3% | 16 | -1%
CCOC(=O)c1c(C)[nH]c(C)c1S(=O)(=O)N1CCC(C(=O)N2CCN(c3ccc(F)cc3)CC2)CC1 | -12% | · | · | · | -5% | -2 | ·
COc1ccc(CC(=O)N2[C@@H]3CC[C@H]2CC(NC(=O)c2ccncc2)C3)cc1Cl (some centres not stated) | 12% | -17% | i | -8% | 8% | 5 | -8%
CC(=O)N1CCCC(c2nnc3n2CCNC3)C1 (configuration not stated) | -17% | i | -11% | i | 1% | 5 | ·
COc1ccc(CNc2ncnc3c2CN(C2CCCNCC2)C(=O)CN3C)cc1OC (configuration not stated) | 4% | -36% | ? | -25% | -19% | -6 | ·
CC(Oc1ccccc1)C(=O)N1CCOCCNC(=O)CC1 (configuration not stated) | -8% | -12% | 1% | i | 4% | 9 | -8%
Cc1cccc(NC(=O)Cn2c(C(F)(F)F)nc3ccccc32)c1C | ? | · | · | · | 26% | -2 | ·
Cc1nnc(-c2cc(-c3ccsc3)ccn2)n1C(C)C | 16%[87.6 µM] | -21%[174 µM] | i | ? | -8%[87.6 µM] | -4 | 8%[230 µM]
OC(CC1c2ccccc2-c2cncn21)C1CCCCC1 (configuration not stated) | · | · | -18% | · | ? | -2 | ·
O=C(NC1CCCC1)N1CCN(C(=O)c2nc3cccnc3n(CCc3ccccc3)c2=O)CC1 | -8% | ? | i | 0% | 3% | 3 | ·
COC[C@@H]1CN(C(=O)c2cccc(C#N)c2)C[C@H]1c1nc(C2CC2)no1 | -2% | ? | -9% | ? | -9% | -8 | -9%
CCOCc1nc(C2CCCN(C(=O)c3cccc(F)c3)C2)no1 (configuration not stated) | -2% | -10% | i | 12% | -3%[12.5 µM] | -1 | -6%

Assay outcomes (PubChem BioAssay)
